# Assay outcomes deposited in PubChem BioAssay by several laboratories.
# S1P4 antagonist: human S1P4 receptor antagonism | O95977 | S1P4-expressing cells, antagonist mode, reporter read-out | inhibition, % at 4.98 µM | actives 0.26% (n = 220,000) | AID 1510; in the data active = inhibition above about 29%;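 note: 0% = wells stimulated with agonist and 100% = vehicle wells without agonist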
# Mdm2 ligase inh: blocks human Mdm2 ubiquitin ligase activity; Q00987; cell-based MDM2 ubiquitination luciferase reporter, 2 h; 0 = plate control, 100 = twice control, blank-subtracted; signal enhancement, % at 5 µM; actives 0.11% (n = 210,000); AID 1230;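 active = signal enhancement of 30% or more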;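 note: luminescence tracks abundance of the self-degrading MDM2-luciferase fusion protein; higher signal means inhibition of MDM2 E3 ligase activity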
#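 System: stable MDM2–luciferase fusion reporter cells / Input: 2000 cells seeded into each well / Schedule: 4 h settle plus 2 h compound, 37 °C / Compound: single-point 5 µM / Buffer or medium: cells held in DMEM / Benchmarks: control and blank well means / Evaluation: percent signal gain over controls, blank-subtracted / Measured by: luciferase luminescence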
# Ba/F3 V617F tox: lowers viability of Ba/F3 cells expressing EpoR and JAK2V617F. ATP luminescence. inhibition, % at 5.6 µM. actives 1.1% (n = 220,000);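 active = inhibition above the campaign mean plus 3 SD over all tested compounds, cut at about 24% in these data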;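 note: cytokine-independent growth of Ba/F3 cells driven by EpoR plus mutant JAK2; 0% = DMSO-treated cells and 100% = JAK inhibitor I control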
# Wee1 stabilizer: blocks degradation of human Wee1 kinase; HeLa Luc-Wee1K328M stability, luciferase luminescence; 100% = proteasome inhibitor MG132 effect; P30291; reporter increase, % at 5 µM; actives 1.2% (n = 220,000);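 active = activation above the mean of all tested compounds plus 3 SD, set per screening run, cut at about 8.8% in these data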;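 note: cells exposed to compound for 20 h before luminescence read; 0% = DMSO alone and 100% = MG132 at 30 µM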
# eIF4E 4G PPI: eIF4E/eIF4G interaction inhibition in translation initiation | TR-FRET eIF4E-eIF4GI(517-606) binding, 2 h | inhibition, % at 21.7 µM | actives 0.37% (n = 220,000);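 active = inhibition above about 30%, limit read from the data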;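 note: 0% = full FRET control wells and 100% = background wells lacking eIF4GI fragment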
# S1P4 ag: agonists of human S1P4 receptor; actives 0.35% (n = 220,000); O95977; S1P4-expressing cell line, agonist reporter assay; AID 1509; activation, % at 4.98 µM; in the data active = activation above about 11%;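 note: 0% = DMSO vehicle and 100% = reference agonist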
# BaF3 tox: reduces parental Ba/F3 cell viability, JAK2V617F counter-screen; CellTiter-Glo ATP luminescence; inhibition, % at 5.6 µM; actives 1.1% (n = 220,000); AID 1486;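 active = inhibition above a per-campaign cutoff, the mean inhibition of all tested compounds plus 3 SD, cut at about 27% in these data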;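 note: 0% = DMSO wells and 100% = JAK Inhibitor I control wells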
# NPY2 pot ag: potentiators or agonists of human neuropeptide Y receptor Y2; actives 0.45% (n = 220,000); cells expressing NPY-Y2, potentiator/agonist read-out; P49146; activation, % at 3.6 µM; in the data active = activation above about 27%;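 note: cells stimulated with NPY near EC25 plus isoproterenol at EC100; 0% = vehicle plus submaximal agonist and 100% = vehicle plus saturating agonist; some results beyond the cut were filed as inactive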
# PERK inh: human PERK inhibition, primary cell-based screen. inhibition, % at 5.6 µM. actives 0.17% (n = 220,000). Q9NZJ5. CHO PERK-DD fusion, SEAP luminescence translation reporter. AID 1416;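 active = inhibition above the mean inhibition of all tested compounds plus 3 SD, set separately per screening campaign, cut at about 2.9% in these data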;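 note: PERK kinase domain activated by AP20187 dimerizer at 100 nM; 0% = DMSO with dimerizer and 100% = rapamycin at 8.4 µM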
# * marks the source's active call; other numbers are inactive results; x = no result given; & = joins results of further samples; [ ] = another dose, or the depositor's remark. An unsorted share of the library (roughly 4.1% active in at least one column).
SMILES,S1P4 antagonist,Mdm2 ligase inh,Ba/F3 V617F tox,Wee1 stabilizer,eIF4E 4G PPI,S1P4 ag,BaF3 tox,NPY2 pot ag,PERK inh
O=C(CN1C(=O)c2ccccc2C1=O)NNC1=NS(=O)(=O)c2ccccc21,-11,-5,0,4,-2[fluorescence artefact?],0.6,1,3,1.2
COc1cc2c(cc1OC)C(C)N(S(=O)(=O)c1cn(C)c(C)n1)CC2 (centres undefined),-4,-18,-6,-4,2,-0.5,2,6,0.7
CCOCC(=O)Nc1nnc(SCCOC)s1,-7,-1,-3,-4,2,-0.9,2,-3,1.0
Cc1ccn2cc(CCNC(=O)c3ccc(Br)o3)nc2c1,11,2,0,2,-1,-0.3,9,12,0.9
COc1cc(/C=C/C(=O)Nc2cc(S(=O)(=O)N3CCOCC3)ccc2N2CCCC2)cc(OC)c1OC,1,-8,-2,4,3,0.4,-2,2,0.6
Cc1occc1C(=O)Nc1ccc(S(=O)(=O)N2CCCC2)cc1,-11,-12,-1,1,4[fluorescence artefact?],1.5,6,8,0.7
O=C(CSc1ccccc1)Nc1ccc(S(=O)(=O)NCC2CCCO2)cc1 (centres undefined),-2,2,-1,-1,2,0.7,1,14,0.0
Nc1ccc(OCc2ccco2)cc1,12,5,0,1,0,-0.1,1,-13,-0.6
COCc1[nH]nc2c1C(c1ccc(OC)cc1)C(C#N)=C(N)O2 (centres undefined),-18,-14,-2,0,7,0.8,1,14,0.6
O=C(NCc1ccco1)c1ccc(C(=O)NCc2ccco2)s1,15,8,-1,-3,-2,0.1,1,-10,0.7
O=C(CSc1ncnc2ccccc12)NCc1ccco1,-14,-21,-5,0,-3,0.2,1,-4,0.7
Cc1cc(NC(=O)NC2CC(=O)N(c3ccc4c(c3)OCCO4)C2)no1 (centres undefined),8,-7,3,2,-5,0.1,8,-5,0.1
CCOc1c(C)cc(-c2ncccc2O)cc1C,-5&-1,-3&-5,-2&0,-3&3,-2&3,3.4&0.7,11&4,-10&-26,-0.6&0.4
Cc1ccc2oc(-c3cccc(NC(=O)c4cc(-n5cnnc5)ccc4Cl)c3)nc2c1,-14,-16,1,0,0,1.6,1,7,-0.1
COc1cc(OC)cc(C(C(=O)NCc2ccccc2)N(Cc2ccco2)C(=O)c2ccno2)c1 (centres undefined),-4,-12,-1,-1,-3,-1.6,-2,-4,-0.9
COc1ccccc1OS(=O)(=O)c1ccc(NC(C)=O)cc1,-17,-8,5,-1,1,0.5,3,-2,0.3
CCOc1ccccc1NC(=O)CSc1nc2c(c(=O)n1C)SC(C)C2 (centres undefined),-15,-8,6,-2,8,-0.3,8,-2,-0.7
COc1ccc(N(CC(=O)N/N=C/c2ccc3c(c2)OCO3)S(=O)(=O)c2ccccc2)cc1,2,-13,0,2,-2,-1.2,8,0,0.5
O=C(NCc1ccc(Cl)cc1)C1CCCN(S(=O)(=O)c2cnc[nH]2)C1 (centres undefined),-18,-8,-4,4,-2[fluorescence artefact?],0.9,1,-7,0.6
CCC(C)C(NC(=O)C(CC(C)C)NC(=O)C(CO)NC(=O)C1CCC(=O)N1)C(=O)OC (centres undefined),2,x,4,2,2,-1.6,1,-8,0.1
CC1CN(c2ccc(NC(=O)c3ccco3)cc2C(=O)O)CC(C)O1 (centres undefined),-9,-7,-2,0,-3,1.2,-1,3,1.1
COc1ccc(NC(=O)CNC(=O)Cn2c(C)cc3ccccc3c2=O)cc1OC,-22,-19,-1,-3,-3,0.3,8,-4,0.9
Cc1cc(C(C)(C)C)cc(C)c1Cn1c2[n+](c3ccc(C(F)(F)F)cc31)CCCCC2,-1,-8,49*,1,13,0.0,53*,-20,0.0
COC(=O)C1=C(C)NC(=O)/C1=C\c1ccc2c(c1)OCO2,-1,-8,-3,-1,-4[fluorescence artefact?],1.6,-1,-16,0.5
CCNC(=S)N/N=C/c1ccco1,9,-1,5,2,x,5.5,6,-22,-0.2
# Continuation:
SMILES,S1P4 antagonist,Mdm2 ligase inh,Ba/F3 V617F tox,Wee1 stabilizer,eIF4E 4G PPI,S1P4 ag,BaF3 tox,NPY2 pot ag,PERK inh
Cc1ccccc1-n1c(=O)[nH]c(=O)c2c(N)c(C(=O)c3ccc(Cl)cc3)sc21,-2,-8,-2,2,-1[fluorescence artefact?],83*,4,7,1.1
CSc1nc(NCc2ccccc2)c2c3c(sc2n1)CN(C)CC3,-6,-8,2,2,-1,-0.6,0,2,-0.3
O=C1CC2CS(=O)(=O)CC2N1c1ccc(Oc2ccccc2)cc1 (centres undefined),12,-9,-5,1,-11,0.1,5,-10,1.6
Cc1ccc([N+](=O)[O-])cc1N=C(c1cccc([N+](=O)[O-])c1)N1CCOCC1,-58,-1,0,-3,-3,0.3,2,2,9.5*
S=C(c1c[nH]c2ccccc12)N1CCCC1,-22,-8,-2,-1,1,-0.5,7,0,0.9
O=C(Nc1ncc2c(n1)-c1ccccc1OC2)c1ccccc1Cl,-1,-14,-3,-1,-3,0.8,1,-12,0.6
N#Cc1ncn(-c2ccc(Oc3ccccc3)cc2)c1N,-7,-9,-1,2,-7,1.4,2,-1,0.6
O=C(CNC(=O)c1ccco1)NCC(=O)OCc1ccc(Cl)cc1,-5,8,-3,-3,-7[fluorescence artefact?],0.5,2,-4,0.0
COC(=O)Cc1c(C)c2ccc(OCC(=O)NCc3ccc4c(c3)OCO4)cc2oc1=O,-14,-16,-2,0,0,-4.5,3,-10,0.2
CCN1CCN(C(c2cccs2)C(C)NC(=O)c2ccccc2OC)CC1 (centres undefined),-8,-20,0,-4,0[fluorescence artefact?],0.7,3,-10,-0.7
CCOC(=O)/C(C#N)=C1/C=C(C)NC(c2ccccc2O)=N1,-15,-1,1,-2,1[fluorescence artefact?],-0.8,2,18,0.5
CC(=O)c1c(O)c2ccccc2n(C(C)C)c1=O,0,-3,4,-3,0,0.4,10,-10,2.0
COc1ccc(CCN(Cc2nc3ccccc3c(=O)[nH]2)C(=O)C2CC2)cc1,-20,4,-1,2,5,0.6,3,-4,0.0
CC(C)CCOP(=O)(c1ccc(N(C)C)cc1)C(O)c1ccccc1F (centres undefined),8,-12,2,6,-1,0.9,3,-4,-0.5
O=C1CCCC2=C1Sc1ccccc1N2,7,-5,-2,4,5,0.4,-1,-6,1.5
COc1ccc([N+](=O)[O-])cc1NCc1cccnc1,0,-13,12,2,2,1.4,10,12,-0.4
Cc1ccc2nc(-c3ccncc3)c(NC3CCCCC3)n2c1,-2,5,0,-3,0,2.4,1,10,0.2
Cc1ccc(NC(=O)c2ccc(OC(=O)c3cc4ccccc4o3)cc2)cc1,-19,-15,-1,1,-37,-0.5,3,-1,-0.5
O=C(C1=C[C@@H](C2CCCCC2)C[C@@H](OCc2ccc(CO)cc2)O1)N1CCN(Cc2ccc3c(c2)OCO3)CC1,15,x,1,4,1,0.0,3,3,-1.2
O=C(OC1CCOC1=O)c1cccc(S(=O)(=O)Nc2cccc(Cl)c2)c1 (centres undefined),-3,-1,-2,-2,-10,-2.2,6,23,1.5
CCn1c(=O)cc(N2CCN(C(=O)c3ccco3)CC2)[nH]c1=O,7,-3,3,-2,1,1.1,-2,-7,0.5
CCn1nnnc1SCC(=O)NCc1cccs1,-1,-15,1,-4,-2,1.8,8,18,0.9
CCOC(=O)c1cn[nH]c1NC(=S)Nc1ccc(OC)cc1,-9,-68,-4,12*,3,0.4,3,4,2.0
CCn1c(CNc2ccc(F)cc2)nnc1SCCN1CCCCC1,-8,-1,-3,4,1,0.6,93*,-15,-0.7
CCOc1nc(Nc2ccc(F)cc2)nc(N2CCN(c3ccc(OC)cc3)CC2)n1,3,0,-5,0,2,0.7,0,-1,-0.3
# (next part)
SMILES,S1P4 antagonist,Mdm2 ligase inh,Ba/F3 V617F tox,Wee1 stabilizer,eIF4E 4G PPI,S1P4 ag,BaF3 tox,NPY2 pot ag,PERK inh
CCOC(=O)CNC(=O)CSc1cc(C)nc2ccc(OC)cc12,-2,-13,-3,1,-1,0.1,1,11,-0.7
Cc1ccc(NC(=O)c2cc(-c3cccs3)on2)cc1,1,-19,3,0,1[fluorescence artefact?],3.1,9,1,-0.5
CNc1nc(SCc2ccccc2)nc(N2CCOCC2)n1,-24,-14,-1,0,6,2.4,5,2,-0.2
Cc1cccc(NC(=O)CCCn2c(=S)[nH]c3ccccc3c2=O)c1,4,-7,0,3,-2,-0.2,3,5,-0.2
COCCCn1c(SCC(=O)N2CCc3ccccc32)nnc1-c1ccco1,0,-7,-1,0,0,1.4,4,0,-1.6
COc1cc(-c2nc(S(=O)(=O)c3ccc(C)cc3)c(N3CCOCC3)o2)cc(OC)c1OC,5,-6,1,-3,1[fluorescence artefact?],0.1,4,-15,0.7
CCOc1ccccc1OCCCCCc1c(C)n[nH]c1C,0,-6,2,-2,47*,11*,5,20,0.0
CCOC(=O)c1csc(NC(=O)C2CCCCC2)n1,-8,-20,1,3,1,3.5,2,10,0.6
COc1ccc(Cl)c(NC(=O)Cn2nnc(-c3ccccc3N)n2)c1,-14,-24,-2,-3,-2,0.0,0,34,-2.1
COC(=O)CSc1nnc(-c2ccccn2)n1N,1,3,-2,-1,2,1.4,1,7,-1.6
CN(C)S(=O)(=O)c1cccc(NC(=O)c2n[nH]c(=O)c3ccccc23)c1,-6,-9,0,-1,1,-1.7,2,17,0.2
COc1ccc(CCNC(=O)c2cc(C(=O)c3cc(Cl)ccc3O)cn(CCc3ccc(OC)cc3)c2=O)cc1,-18,-5,4,0,-13,-0.1,9,-5,-0.4
COc1ccc(C2CC(=O)c3cnc(N4CCc5ccccc54)nc3C2)c(OC)c1 (centres undefined),-13,-9,-1,-5,-1,1.7,2,7,-0.1
O=C(COC(=O)c1c2c(nc3ccccc13)CCCC2)c1cccs1,-22,12,-2,-4,-1,-0.1,3,-4,-1.1
Cc1ccc(S(=O)(=O)Cn2nnnc2C(c2ccc(F)cc2)N2CCCCC2)cc1 (centres undefined),2,-17,1,-2,4,-3.5,1,-13,0.6
C#CC(C)(C)NC(=O)CSc1nc2c(c(=O)n(C)c(=O)n2C)n1CCCC,-2,-7,-3,-1,-6,0.3,2,-2,-0.1
CCC(CC)C(=O)Nc1cc(=O)n(C)c(=O)n1C,-6,-11,-5,2,4,3.1,7,-12,1.2
CCOC(=O)c1cc2c(n(-c3ccc(Cl)cc3)c1=O)CCCC2=O,1,-18,-2,-1,2,-3.1,-2,0,1.7
Cc1nc(C(=O)N(C)C)nn1-c1ccc([N+](=O)[O-])cc1,18,-25,7,-2,1,0.8,13,-12,1.1
Cc1[nH]nc(SCC(=O)N2CCCCC2)c1[N+](=O)[O-],-1,-19,1,0,5,-0.3,4,-3,-0.3
CCn1cc(Br)c(C(=O)N2CCN(c3ccccc3)CC2)n1,-10,-11,-2,2,1[fluorescence artefact?],-0.1,-1,1,0.2
N/C(=N\NS(=O)(=O)c1ccccc1C(F)(F)F)c1ccccn1,-3,-8,-1,-1,2,1.8,-2,-3,-0.7

# Entries from the list above with bromine, in the order listed:
SMILES,S1P4 antagonist,Mdm2 ligase inh,Ba/F3 V617F tox,Wee1 stabilizer,eIF4E 4G PPI,S1P4 ag,BaF3 tox,NPY2 pot ag,PERK inh
Cc1ccn2cc(CCNC(=O)c3ccc(Br)o3)nc2c1,11,2,0,2,-1,-0.3,9,12,0.9
CCn1cc(Br)c(C(=O)N2CCN(c3ccccc3)CC2)n1,-10,-11,-2,2,1[fluorescence artefact?],-0.1,-1,1,0.2
